TNAP inh no acc – inhibitors of human TNAP without phosphate acceptor; P05186; purified TNAP, CDP-star luminescence, 30 min; inhibition, % at 20 µM; actives 0.26% (n = 200,000);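 active = tissue-nonspecific alkaline phosphatase inhibition above about 50% at 20 µM in the single-dose screen, limit read from the data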;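 also: 0% = DMSO negative control and 100% = EDTA positive control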
Target sequence (P05186 whole entry, looked up): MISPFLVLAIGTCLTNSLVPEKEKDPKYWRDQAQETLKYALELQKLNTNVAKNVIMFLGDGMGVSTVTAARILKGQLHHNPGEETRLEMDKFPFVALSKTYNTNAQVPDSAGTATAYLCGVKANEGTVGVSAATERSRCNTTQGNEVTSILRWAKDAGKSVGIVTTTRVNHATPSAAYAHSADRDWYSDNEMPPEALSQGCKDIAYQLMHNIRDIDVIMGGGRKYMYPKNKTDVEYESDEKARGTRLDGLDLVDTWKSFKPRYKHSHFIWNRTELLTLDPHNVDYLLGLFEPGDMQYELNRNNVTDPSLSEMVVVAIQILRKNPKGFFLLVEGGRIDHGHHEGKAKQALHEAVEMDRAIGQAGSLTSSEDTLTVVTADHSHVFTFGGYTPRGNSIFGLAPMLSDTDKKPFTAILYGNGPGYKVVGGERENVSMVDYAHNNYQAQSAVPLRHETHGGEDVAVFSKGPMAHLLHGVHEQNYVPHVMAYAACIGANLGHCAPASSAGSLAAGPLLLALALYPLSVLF
Diaphorase inh – inhibits diaphorase or chemically oxidizes, flagging diaphorase assay artifacts; diaphorase resazurin-to-resorufin fluorescence, NADH, 16 min; bacterial (C. kluyveri) enzyme, not human; inhibition, % at 20 µM; actives 0.69% (n = 190,000); AID 1217;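 active = primary screen inhibition at 20 µM above a set limit, cut at about 50% in these data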;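 also: plate controls were DMSO with full reaction for no effect and wells lacking NADH for full effect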
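System: Bacterial diaphorase enzyme (C. kluyveri) | Incubation: 16-min room-temperature incubation before reading | Benchmarks: No-NADH positive control and DMSO neutral control | Measured by: Resorufin fluorescence 544/590 nm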
FLuc act counter – firefly luciferase counter-screen for stimulation assays. activation factor at 10 µM. ATPlite luciferase biochemical, luminescence, 10 min; 0 = ATP-free wells, 1 = DMSO control. AID 1027. 200,000 tested, under 10 active;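 active = luciferase activation factor, scaled between plate controls, of at least 2 with compound at 10 µM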
Target sequence (P08659 whole entry, looked up): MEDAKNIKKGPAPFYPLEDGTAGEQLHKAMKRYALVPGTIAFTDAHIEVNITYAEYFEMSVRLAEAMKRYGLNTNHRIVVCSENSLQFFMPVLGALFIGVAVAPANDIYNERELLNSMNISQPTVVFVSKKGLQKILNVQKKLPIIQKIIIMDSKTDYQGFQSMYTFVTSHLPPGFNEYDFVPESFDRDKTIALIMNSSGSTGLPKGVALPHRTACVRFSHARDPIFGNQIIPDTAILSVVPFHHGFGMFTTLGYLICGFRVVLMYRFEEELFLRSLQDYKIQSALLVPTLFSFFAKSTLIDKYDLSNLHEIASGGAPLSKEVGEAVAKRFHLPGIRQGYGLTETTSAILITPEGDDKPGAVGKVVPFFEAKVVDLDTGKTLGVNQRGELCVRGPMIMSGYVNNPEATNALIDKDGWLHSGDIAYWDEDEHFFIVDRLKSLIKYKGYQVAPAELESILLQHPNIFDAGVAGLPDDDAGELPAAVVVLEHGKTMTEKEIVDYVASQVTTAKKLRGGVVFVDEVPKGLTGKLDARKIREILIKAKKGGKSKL
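test system = cell-free luciferase reagent | medium = PBS as buffer for the ATP substrate | dosing = test compounds dosed from 2 mM stocks in 100% DMSO | incubation = 10 min at ambient temperature | detection = luminescence measurement of luciferase light output | benchmarks = low control with PBS replacing ATP, high control enzyme plus ATP without compound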
HMGR II inh – inhibitors of class II HMG-CoA reductase from Enterococcus faecalis; purified E. faecalis HMGR, NADPH absorbance 340 nm kinetic; inhibition, % at 10 µM; actives 0.41% (n = 190,000); AID 1066;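 active = inhibition above a set limit, the median over all tested compounds plus 3 SD, cut at about 9.5% in these data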;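 also: enzyme runs in reverse so mevalonate oxidation gives rising NADPH absorbance; 0% = complete reaction with DMSO and 100% = background rate lacking mevalonate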
PMI activator – activators of human phosphomannose isomerase | P34949 | purified human PMI, coupled resazurin fluorescence, 20 min; hits give high values; 1 = vehicle control, 0 substrate-free wells | activation factor at 20 µM | actives 0.005% (n = 190,000);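 active = activation factor of 2 or more at 20 µM, relative to plate controls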
Diaph act CS – activates diaphorase or chemically reduces, flagging diaphorase assay artifacts | Diaphorase/resazurin coupled assay, resorufin fluorescence, 16 min; hits give high values; 1 = vehicle wells, 0 = NADH-free wells | activation factor at 20 µM | actives 0.005% (n = 190,000) | AID 1229;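 active = diaphorase activity raised at least twofold by the compound at 20 µM; inactive = activation factor below 2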
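System – purified diaphorase enzyme from Clostridium kluyveri · Input – enzyme 0.07 U/mL final · Also added – final NADH 0.114 mM, resazurin 0.1 mM · Measured by – fluorescence of resorufin, 544 nm excitation, 590 nm emission · Timing – 16 min enzyme reaction, ambient temperature · Measure – resorufin increase flagging diaphorase activators or reducers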
TNAP act hiacc – increases human TNAP activity under high phosphate acceptor concentration | 200,000 tested, under 10 active | purified TNAP, CDP-star luminescence, 1 M DEA, 30 min; hits give high values; 0 = EDTA background, 1 = DMSO-only activity | activation factor at 20 µM | P05186;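 active = activation factor at least 2 at 20 µM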
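system = human TNAP | amount = enzyme diluted 1/800 final | reagent = 100 µM CDP-star substrate | signal = luminescent substrate turnover signal | dosing = one dose, 20 µM | benchmarks = EDTA negative control, DMSO positive control | measure = activation factor | timing = 30 min reaction, room temperature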
G6PDH counter – inhibits Leuconostoc G6PDH, flagging false hits in G6PDH-based assays; Purified L. mesenteroides G6PDH, diaphorase/resazurin coupled fluorescence, 45 min; inhibition, % at 5 µM; actives 0.12% (n = 200,000); in the data active = inhibition above about 50%
PMI act hi M6P – activators of human phosphomannose isomerase at near-saturating mannose 6-phosphate | actives 0.34% (n = 190,000) | coupled PMI enzyme assay, resazurin fluorescence, 20 min; hits give high values; 1 = untreated enzyme, 0 = substrate-free blank | P34949 | activation factor at 20 µM | AID 1216;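 active = activation factor of 2 or more at 20 µM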
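Material: human phosphomannose isomerase with PGI, G6PDH, diaphorase coupling enzymes. Quantity: 15 ng/mL PMI. Medium: HEPES pH 7.4 buffer with MgCl2 and Tween-20. Reagent: Near-saturating mannose-6-phosphate, 1.0 mM. Compound: 20 µM single dose. Times: enzyme reaction with compound 20 min at room temperature. Detection: resorufin fluorescence at Ex 544/Em 590 nm.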
TNAP inh hi DEA – blocks human TNAP under high phosphate acceptor concentration; P05186; purified TNAP, CDP-star luminescence, 1 M DEA; inhibition, % at 20 µM; actives 0.03% (n = 200,000); AID 1135;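 active = over 50% inhibition of tissue-nonspecific alkaline phosphatase at 20 µM in the single-dose screen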;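 also: plate controls were DMSO wells for no effect and EDTA-quenched wells as full inhibition for full effect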
* = called active by the depositor.

| compound | TNAP inh no acc | Diaphorase inh | FLuc act counter | HMGR II inh | PMI activator | Diaph act CS | TNAP act hiacc | G6PDH counter | PMI act hi M6P | TNAP inh hi DEA |
| --- | --- | --- | --- | --- | --- | --- | --- | --- | --- | --- |
| COC(OC)c1ccnc(-c2ccc(OC(=O)c3ccccc3)cc2)n1 | -3.6 | 1.1 | 1 | -2.2 | 1.1 | 1 | 1 | 1.9 | 1 | -2.4 |
| CCOc1ccccc1CN1CCN(Cc2cccc3c2OCO3)CC1CCO (configuration not stated) | -3.5 | 3.1 | 1 | -7.8 | 0.9 | 1 | 1 | 1.5 | 1 | 0.9 |
| CCC(C)NC(=O)/C=C1\Sc2ccccc2NC1=O (configuration not stated) | -9.1 | 20.2 | 0.7 | -4.9 | 0.9 | 0.8 | 1 | -16.8 | 0.9 | -3.5 |
| CCOC(=O)c1sc(NC(=O)CN2C(=O)NC3(CC(C)CC(C)(C)C3)C2=O)c(C(=O)OCC)c1C (configuration not stated) | -8.5 | 13.9 | 1.1 | -7.0 | 1 | 0.9 | 1 | -37.8 | 1 | 0.9 |
| C=CCn1cc(C(=O)NCc2ccco2)c(=O)c2cc(S(=O)(=O)N3CCCCCC3)ccc21 | -4.8 | 28.7 | 1 | -1.2 | 0.9 | 0.7 | 1 | -0.4 | 0.9 | -2.2 |
| Cc1ccnc(SCC(=O)N2CCC(C(N)=O)CC2)n1 | -2.9 | 20.8 | 1 | -3.8 | 0.9 | 0.8 | 1 | 4.2 | 0.9 | 0.1 |
| CC(C)N(C(=O)Cn1cc(SCC(=O)NCc2ccco2)c2ccccc21)C(C)C | -7.5 | 5.8 | 1.1 | 4.2 | 1 | 0.9 | 1 | -2.6 | 1 | 0.5 |
| CC1CCc2nn(CC(=O)N3CCN(C(=O)c4ccco4)CC3)cc2C1 (configuration not stated) | -7.8 | -11.3 | 1 | -4.4 | 1.1 | 1.1 | 1 | 1.6 | 1.3 | -4.9 |
| N/C(=N\OC(=O)Cc1cccc2ccccc12)c1ccccn1 | -0.9 | -6.6 | 0.9 | -2.5 | 1.1 | 1.1 | 0.9 | -0.9 | 1.1 | 6.5 |
| O=C1C2CC=CCC2C(=O)N1c1ccc(Cc2ccncc2)cc1 (configuration not stated) | -10.7 | 2.0 | 1.1 | 2.0 | 1 | 1 | 1.1 | -11.0 | 0.9 | -5.5 |
| O=C1CC(c2cc3c(cc2Br)OCO3)C2=C(CCCC2=O)N1 (configuration not stated) | -5.6 | 3.6 | 1.1 | -8.7 | 1 | 1 | 1 | 2.2 | 1 | -0.5 |
| COc1ccccc1NC(=O)CC(=O)CSc1nnc(-c2ccc(C)cc2)n1C | -5.9 | 6.8 | 1 | -1.5 | 1.1 | 0.9 | 1 | -2.7 | 1 | -0.9 |
| COc1cc(Cl)c(C)cc1NC(=O)c1ccc(NS(=O)(=O)c2ccc(F)c(F)c2)cc1 | -8.4 | 12.4 | 1 | -3.6 | 0.9 | 0.9 | 1 | 0.5 | 0.9 | -2.2 |
| CC(C)[C@H](NC(N)=O)C(=O)Nc1cccc(S(=O)(=O)N2CCOCC2)c1 | -8.6 | 15.7 | 1.1 | -15.2 | 1.1 | 0.8 | 1.1 | 5.9 | 1.1 | -7.1 |
| CCn1c(=O)c([N+](=O)[O-])c(NCCc2ccc(OC)c(OC)c2)c2ccccc21 | -0.1 | 27.6 | 1 | 4.8 | 0.7 | 0.7 | 1 | 4.5 | 0.8 | 0.9 |
| Cc1ccc(S(=O)(=O)NCCSc2nnnn2-c2ccccc2)cc1 | -11.5 | 14.9 | 1.1 | -3.1 | 1 | 0.9 | 1 | 10.6 | 1 | -3.1 |
| Cc1ccc(Nc2nc(-c3ccc(S(=O)(=O)N4CCOCC4)cc3)cs2)cc1Cl | -19.1 | 17.7 | 1.1 | -2.0 | 0.9 | 0.8 | 1 | -6.3 | 0.9 | -2.1 |
| CCOC(=O)/C(N=Nc1c(Br)cc(Br)cc1Br)=C(\C)O | -4.6 | 18.2 | 1.1 | -2.6 | 0.9 | 0.8 | 1 | 0.2 | 0.9 | -0.2 |
| Clc1ccc(-c2cc(C3CCNCC3)[nH]n2)cc1 | 42.1 | 3.8 | 1 | -3.6 | 1 | 1 | 1 | -2.9 | 1 | 4.4 |
| COC(=O)c1ccc(NC(=S)NC2c3ccccc3CC2O)cc1 (configuration not stated) | -7.0 | 39.0 | 1 | -3.3 | 0.8 | 0.6 | 1.1 | 9.7 | 0.8 | -8.1 |
| Cc1cc(C(=O)NC(C)c2ccncc2)no1 (configuration not stated) | -7.4 | 7.4 | 1.1 | -0.1 | 0.9 | 0.9 | 1 | -5.0 | 0.9 | 0.1 |
| CCSc1nnc(-c2ccc(C)cc2)c2ccccc12 | -10.5 | 11.0 | 1 | 2.0 | 1.1 | 0.9 | 1 | -22.6 | 1 | -0.9 |
| CCn1c(=O)cc(OCC(=O)N2CCN(c3ccc(F)cc3)CC2)c2ccccc21 | -12.5 | 15.8 | 1.1 | -2.8 | 1 | 0.8 | 1 | 5.2 | 1 | -4.1 |
| OC(COCC1COc2ccccc2O1)CN1CCN(c2ccccc2F)CC1 (configuration not stated) | -10.3 | 11.7 | 1 | -2.4 | 1 | 0.9 | 1 | -5.1 | 1 | -1.4 |
| O=C(O)/C=C\C(=O)Nc1ccccc1F | -8.4 | 7.2 | 1 | -4.4 | 1 | 0.9 | 1 | -0.5 | 1 | 2.6 |
| COc1ccc2cc(CN(Cc3cccnc3)Cc3nnnn3Cc3ccccc3)c(=O)[nH]c2c1 | -2.0 | 18.3 | 1.1 | 4.0 | 1 | 0.8 | 1.1 | 7.0 | 1 | -8.8 |
| CC(N=Cc1c(O)c2ccccc2oc1=O)C(=O)O (configuration not stated) | 16.3 | 2.1 | 1.1 | -3.0 | 1.3 | 1 | 1 | 12.9 | 1.1 | 0.2 |
| O=C(Nc1ccc(NC(=O)c2cccs2)cn1)c1ccccc1 | -14.4 | 5.0 | 0.8 | -3.8 | 1.1 | 0.9 | 1 | 3.9 | 1.1 | -3.8 |
| Nn1c(CSc2ccccn2)nc2ccccc2c1=O | -11.3 | 0.5 | 1 | -7.4 | 1.1 | 1 | 1 | 2.3 | 1.1 | -2.8 |
| O=C(CSc1ncn[nH]1)NCCCc1ccccc1 | 38.8 | 5.1 | 1.1 | 2.8 | 1 | 0.9 | 0.7 | 1.1 | 1 | 30.4 |
| Cc1cc(C)n(C(=O)CNC(=O)CCc2ccccc2)n1 | -10.2 | 1.8 | 1 | -5.7 | 0.9 | 1 | 1 | 13.1 | 1 | -3.3 |
| Cc1nc2ccc(NC(=O)c3cccc(S(=O)(=O)N4CC(C)OC(C)C4)c3)cc2s1 (configuration not stated) | -8.7 | 18.9 | 1 | -1.7 | 0.9 | 0.8 | 1 | 3.3 | 0.9 | -4.2 |
| O=C(NCc1ccc(Cl)cc1)c1cc(-c2cccs2)on1 | -5.7 | -12.3 | 1.1 | -0.9 | 1 | 1.1 | 1 | 6.6 | 1.1 | -4.3 |
| CCOc1ccc(C(=O)Nc2cccc(SC)c2)cc1 | -9.4 | 9.8 | 0.4 | 0.1 | 1 | 0.9 | 1 | -6.2 | 0.9 | -4.4 |
| CCOc1ccc(NC(=O)CSc2nnc(-c3ccccc3)n2N)cc1 | 5.9 | -23.5 | 1 | -9.2 | 1.2 | 1.2 | 1.1 | 12.9 | 1.2 | -6.1 |
| Cc1ccc(CNC(=O)CCc2nc3ccccc3c(=O)[nH]2)cc1 | -12.7 | 9.3 | 1 | 1.4 | 0.9 | 0.9 | 1 | -5.3 | 1 | -2.5 |
| COC(=O)c1oc2ccc(Br)cc2c1NC(=O)CCN1CCOCC1 | -8.1 | 18.0 | 1.1 | -9.3 | 0.9 | 0.8 | 1.1 | 11.0 | 0.9 | -7.9 |
| Cc1ccc(S(=O)(=O)c2c(N)n(NC(=O)c3ccccc3C)c3nc4ccccc4nc23)cc1 | 13.7 | 11.2 | 1.1 | -3.0 | 0.9 | 0.9 | 1 | 13.3 | 1 | 0.5 |
| COc1ccc(CNc2n[nH]c(NCc3ccc(OC)c(OC)c3)n2)cc1OC | -6.4 | 13.4 | 1 | -3.7 | 0.8 | 0.9 | 1.1 | 12.8 | 0.9 | -5.8 |
| Cc1ccc(/C=N\NC(=O)C2CN(S(=O)(=O)c3ccccc3)CCN2S(=O)(=O)c2ccccc2)cc1 (configuration not stated) | -18.1 | 39.0 | 1 | -9.2 | 0.7 | 0.6 | 1 | 6.1 | 0.8 | -4.5 |
| Cc1cc(N/C(=N\S(=O)(=O)c2ccc(F)cc2F)c2ccccc2)no1 | -4.2 | 16.7 | 1.1 | -5.7 | 0.9 | 0.8 | 1 | 13.1 | 0.9 | -1.3 |
| CCOC(=O)c1cnn2c(C(F)(F)F)cc(-c3ccco3)nc12 | -10.0 | 25.8 | 1.1 | -7.4 | 1 | 0.7 | 1 | 3.8 | 0.9 | -4.7 |
| CCN1C(=O)/C(=C\N2CCN(c3ccc(F)cc3)CC2)SC1=S | -0.1 | 2.7 | 1.1 | -1.8 | 1 | 1 | 1 | 4.2 | 1.1 | -4.4 |
| Cc1ccc2c(c1)C1CN(C)CCC1N2CC(=O)N(C)c1ccccc1 (configuration not stated) | -16.0 | 21.8 | 1.1 | 0.5 | 0.9 | 0.8 | 1.1 | -3.2 | 0.9 | -6.4 |
| CCn1c2ccccc2c2cc(/C=N/n3cn[nH]c3=S)ccc21 | -2.0 | 61.6* | 1 | 0.6 | 0.9 | 0.4 | 0.9 | 3.3 | 1 | 7.6 |
| C[n+]1ccn(CC(=O)c2ccc(Br)cc2)c1 | 0.7 | 5.2 | 1 | -3.2 | 0.9 | 0.9 | 1 | 6.1 | 1 | 2.8 |
| CCOC(=O)N1CCN(C(c2ccc(F)cc2)c2sc3nc(C)nn3c2O)CC1 (configuration not stated) | -2.4 | 11.5 | 1 | -9.8 | 0.9 | 0.9 | 1 | 0.2 | 0.9 | -3.4 |
| COc1ccc(-c2ccc(NCCC3=CCCCC3)nn2)cc1OC | -13.7 | 16.5 | 1 | -2.7 | 1 | 0.8 | 1.1 | -5.1 | 1 | -5.1 |

Compound activity (PubChem)
